Screening data as filed in PubChem BioAssay.
T cell modulator – modulates CD8 T cell binding to vesicles; actives 0.068% (n = 330,000); calls only at 7 µM; 2C CD8+ T cell-vesicle binding, flow cytometry; stronger effect = lower value;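 active = response, share of CD8 T cells binding vesicles, and their 90th percentile fluorescence all below set limits, cut at about 80% in these data, passing the limit was not always enough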
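Read-out – percent CD8+ FL2 mean versus row control · System – murine 2C transgenic CD8+ T lymphocytes · Times – 1.5 h cell–vesicle binding at 37 °C, then 20 min icy labelling · Control set – naked vesicles low, QL9 vesicles with vehicle high · Detection – cytometric PE anti-B7-1 and Alexa647 anti-CD8 signals after 1% paraformaldehyde fixation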
Rac1 GTP hydrolysis – MgcRacGAP GTPase-activating activity inhibitors, confirmation, biochemical, ADP Hunter fluorescence. MgcRacGAP-stimulated Rac1 GTP hydrolysis, ADP Hunter fluorescence; higher % means a stronger effect; GST-tagged Rac1 F28L mutant substrate. one-dose inhibition, % at 30 µM; IC50 in µM for titrated hits. actives 0.6% (n = 340,000). AID 624330;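 active = first-screen hits whose inhibition reached a set limit at any dose in the follow-up dose series; inconclusive = inhibition above the set first-screen limit but never retested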;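 note: fluorescence reports GDP produced by GAP-driven GTP hydrolysis; strong numbers were not always called active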
TNAP activators – human TNAP enzyme activators, primary screen, biochemical, luminescent, no phosphate acceptor, uHTS (AID 1001). purified TNAP, luminescent activation assay, no phosphate acceptor; higher activation fold means a stronger effect. one-dose activation fold at 20 µM; EC50 in µM for titrated hits. actives 0.03% (n = 200,000); in the data active = activation fold from about 3, or a potency from the dose series; inactive = the rest, 99 in 100 with activation fold below about 1.6; note: many of its hits are not listed in these tables
Myeloid diff MLP – myeloid differentiation induction; calls only at 10 µM; ER-HoxA9 myeloid progenitors, lysozyme-GFP differentiation, flow cytometry; actives 1% (n = 360,000);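 active = normalized GFP-positive differentiation at or above the plate's own cutoff, the solvent-only control mean plus 3 SD; inconclusive = no clear call, values can overlap the other calls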;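 note: cells exposed to compound for four days before flow analysis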
PhoP inhibition – inhibitors of PhoP regulon expression, primary screen, Salmonella Typhimurium, GFP reporter (AID 1863); S. Typhimurium PhoP-regulated promoter GFP reporter, 4 h; higher % means a stronger effect; one-dose inhibition, % at 50 µM; IC50 in µM for titrated hits; actives 0.16% (n = 300,000);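 active = inhibition over 29.93%, a cutoff 3 SD above the screen mean, later confirmed by dose response; inconclusive = inhibition over 29.93% but no dose response follow-up; inactive = inhibition at most 29.93% or unconfirmed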;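 note: 0% = low Mg2+ inducing control and 100% = high Mg2+ repressing control; strong numbers were not always called active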
RSV antiviral HEp-2 – RSV antiviral activity via CPE protection, HEp-2 cells, primary 10 µM value included (AID 2391) | actives 0.13% (n = 310,000) | CPE inhibition, % at 10 µM, or IC50 in µM where a hit was titrated | HEp-2 cells, RSV-induced CPE inhibition; higher % means a stronger effect; in the data active = a potency from the dose series; inconclusive = CPE inhibition mostly from about 23% at the one dose, without a potency; inactive = the rest, 99 in 100 with CPE inhibition below about 21%; note: strong numbers were not always called active
K1F lysis inhibition – inhibition of K1F phage lysis, E. coli UTI89, bacterial capsule biogenesis inhibitors, alamar blue (AID 488966) | E. coli UTI89 K1F phage lysis, alamar blue, 2 h; higher % means a stronger effect | actives 0.02% (n = 340,000) | one-dose inhibition, % at 100 µM; IC50 in µM for titrated hits;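 active = phage lysis inhibition, versus mean bacterial control, above a set limit; inconclusive = no clear call, values can overlap the other calls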;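 note: capsule biogenesis inhibitors block K1F phage lysis so surviving cells raise fluorescence; higher fluorescence means more inhibition of phage lysis; actives were called in the ten point dose series up to 300 µM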
NTR1 agonist – agonists of NTR1, primary screen, imaging, U2OS cells, beta-arrestin-GFP, high content (AID 493036) | P30989 | NTR1-U2OS beta-arrestin-GFP spot imaging, agonist mode | activation, % at 20 µM | actives 0.17% (n = 330,000);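 active = activation at or above 40% of the spot to cytoplasm intensity ratio, with at least 20 cells analyzed; inconclusive = wells under 20 cells, flagged as cytotoxic or low count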;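 note: 0% = DMSO without peptide and 100% = 100 nM NTR1 peptide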
Target sequence (P30989 whole entry, looked up): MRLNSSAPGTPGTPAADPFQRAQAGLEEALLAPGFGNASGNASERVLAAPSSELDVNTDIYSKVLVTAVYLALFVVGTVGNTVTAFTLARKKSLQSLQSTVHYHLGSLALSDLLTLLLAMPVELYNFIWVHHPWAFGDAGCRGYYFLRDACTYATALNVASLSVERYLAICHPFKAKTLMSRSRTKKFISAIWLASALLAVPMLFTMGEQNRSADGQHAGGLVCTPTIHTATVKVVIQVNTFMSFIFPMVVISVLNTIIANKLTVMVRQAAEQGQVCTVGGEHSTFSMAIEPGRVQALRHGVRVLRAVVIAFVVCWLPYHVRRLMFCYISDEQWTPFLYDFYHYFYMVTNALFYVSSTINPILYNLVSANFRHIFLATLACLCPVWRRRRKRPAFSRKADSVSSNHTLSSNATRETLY
Large T inhibition – SV40 large T antigen inhibitors, biochemical (AID 1903). SV40 large T antigen ATPase/helicase inhibition assay; higher % means a stronger effect. inhibition, % at 20 µM, or IC50 in µM where a hit was titrated. actives 0.39% (n = 310,000); in the data active = a potency from the dose series; inconclusive = inhibition mostly from about 32% at the one dose, without a potency; inactive = the rest, 99 in 100 with inhibition below about 32%; note: strong numbers were not always called active
T cell modulator vesicle-bound % – recorded beside T cell modulator, whose call it bears; double positive events, %; measured here: CD8+ vesicle-bound cell fraction;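 binding gate set so that unloaded-vesicle control wells show 10% double positive cells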
NTR1 agonist cell count 20 µM – second read-out of NTR1 agonist, no call of its own (marks repeat the call); cell count; measured here: cell count, cytotoxicity flag
Myeloid diff MLP GFP+ MAC1+ % – recorded beside Myeloid diff MLP, whose call it bears; GFP+ MAC1+ double positive, %; measured here: differentiation confirmed by MAC1 staining
The depositor's hits bear a star; i = inactive; ? = inconclusive; . = not tested or not shown; + = active, no number; [ ] = dose if it differs, or a comment. Random draw from the library; any-hit rate near 2.3%.

SMILES	T cell modulator	T cell modulator vesicle-bound %	Rac1 GTP hydrolysis	TNAP activators	Myeloid diff MLP	Myeloid diff MLP GFP+ MAC1+ %	PhoP inhibition	RSV antiviral HEp-2	K1F lysis inhibition	NTR1 agonist	NTR1 agonist cell count 20 µM	Large T inhibition
Cc1ccc(C(=O)ON=C2CCN(S(=O)(=O)c3ccccc3)CC2)cc1	i	22	7%	1	i	11	2%	1.4%	0.4%	.	.	11%
CCOC(=O)[C@H]1[C@H]2COc3ccc(Cl)cc3[C@@H]2N2C(=O)c3ccc(F)cc3NC(=O)[C@@]12C	.	.	10%	.	i	0.5	.	5.6%	1.5%	-3.3	73	9%
CC1CCCC(NC(=O)NC(=O)COC(=O)c2ccc(O)cc2O)C1C (stereo not given)	i	32	0%	.	i	0.9	.	6.5%	-1.3%[50 µM]	10	58	.
NC(N)=Nc1cc2ccccc2c2ccccc12	i	29	.	.	.	.	2%	3.2%	.	9.3	99	16%
Cc1cccc(C)c1N1CCN(S(=O)(=O)N2CCOCC2)CC1	i	24	-5%	1.1	i	3.0	-26%	.	3.6%	0.0	75	11%
CCn1c(=NC(=O)CS(=O)(=O)c2ccc(F)cc2)sc2cccc(OC)c21	i	31	11%	.	+	0.4*	0%	0.8%	0.6%[50 µM]	5.0	89	3%
Cc1ccc(C)c(CSc2nnc(-c3ccccn3)n2N)c1	i	18	1%	1.1	i	0.8	9%	0.8%	0.1%	-2.9	84	5%
CC1CC(Nc2ccccc2)c2ccccc2N1C(=O)c1cccnc1 (stereo not given)	i	10	13%	1.1	i	5.6	0%	3.9%	-0.1%	0.8	42	4%
Cc1ccc(-c2nc(CS(=O)CC(=O)N3CCN(c4ccc(F)cc4)CC3)c(C)o2)cc1 (stereo not given)	i	10	-12%	.	?	.	-10%	?	0.0%	1.7	64	19%
COc1ccc(N(C)C(=O)C2CCN(S(=O)(=O)c3cccc4nonc34)CC2)c(OC)c1	i	35	8%	.	i	3.1	5%	3.1%	0.1%	2.0	64	9%
Nc1ccc(C(=O)NC2CCSc3ccccc32)cc1[N+](=O)[O-] (stereo not given)	i	71	15%	.	i	0.8	-3%	11%	0.0%	2.7	55	8%
COCC(=O)N1CCC(Oc2ccc(C(=O)N3C[C@H]4CC[C@H]3C4)cc2)CC1	i	2	9%	.	i	0.6	3%	1.2%	0.3%[50 µM]	0.4	67	11%
OC1(c2ccc(F)cc2)CCN(Cc2nnnn2Cc2cccs2)CC1	i	23	15%	1.1	i	0.7	8%	0.6%	0.1%	1.2	44	1%
Cc1cccc(NC(=O)Cn2c(=O)oc3cc(S(=O)(=O)N4CCCC4)ccc32)n1	i	43	10%	.	i	2.1	.	1.8%	-1.3%	-2.2	53	.
O=C(O)c1ccc(CSc2nnc(SCc3ccccc3)s2)cc1	i	52	11%	1.1	.	.	-14%	2.4%	-0.4%	0.4	48	8%
Cn1c(SCC(=O)Nc2cccc(S(=O)(=O)NC3=NCCCCC3)c2)nnc1-c1ccccc1	i	43	8%	1.2	i	0.7	2%	0.9%	0.0%	1.1	46	-1%
N#C/C(=N\Nc1ccc(Br)cc1)C(=N)N1CCOCC1	i	36	12%	1	i	0.3	-4%	2.0%	-0.4%	0.9	42	-4%
CC(C)NC(=S)N1CCN(S(=O)(=O)c2cccc(C(F)(F)F)c2)CC1	i	37	9%	1.2	i	0.0	3%	1.2%	1.3%	0.4	48	4%
CCC1(c2ccc(F)cc2)NC(=O)N(CC(=O)Nc2ccccc2Cl)C1=O (stereo not given)	i	25	7%	.	i	0.8	-9%	1.1%	-0.2%	3.1	51	2%
C=CCn1c(SCC(=O)c2c(N)n(C)c(=O)n(C)c2=O)nc2sc(C)c(C)c2c1=O	i	27	3%	1.1	i	13	7%	2.1%	-1.2%	1.6	49	10%
CN(c1ccccc1C(=O)Nc1cccnc1)S(C)(=O)=O	i	45	4%	1.1	i	3.9	2%	2.5%	4.3%	0.3	72	-2%
Cn1c(=O)n(C)c2cc(/C=N/NC(N)=S)ccc21	i	47	11%	1	i	0.0	1%	15%	0.0%	-0.5	45	9%
CC(C(=O)NC1(C#N)CCCCC1)N(C)CC(=O)Nc1ccc(Cl)c(Cl)c1 (stereo not given)	i	32	0%	.	i	0.3	.	0.7%	-0.7%[50 µM]	2.4	48	.
COc1ccc(C2NC(=S)NC(O)(C(F)(F)F)C2C(=O)c2cccs2)cc1 (stereo not given)	i	14	-2%	1.1	i	1.2	-1%	1.9%	0.9%[50 µM]	6.4	66	5%
O=[N+]([O-])/C(=C\Nc1ccc(F)cc1F)S(=O)(=O)c1ccccc1	i	61	5%	.	i	1.0	-6%	0.0%	-0.1%	0.6	56	12%
C=CCSc1nc(C)c2cc(C)cc(C)c2n1	i	0	6%	1	i	0.1	-5%	4.3%	2.1%	5.7	52	4%
C[C@@H]1CC[C@@]2(OC1)O[C@H]1C[C@H]3[C@@H]4CC=C5C[C@@H](O)[C@H](O)C[C@]5(C)C4CC[C@]3(C)[C@H]1[C@@H]2C (stereo not given in full)	i	3	-1%	.	i	1.2	6%	?	-0.4%	-0.6	105	0%
CCc1ccc(C(=O)OCC(=O)NCC(F)(F)F)cc1	i	24	3%	1.1	i	0.6	5%	1.8%	-0.2%	0.9	41	2%
O=C(COc1ccccc1Cl)Nc1ccccc1C(=O)N1CCOCC1	i	24	4%	.	i	0.9	9%	2.0%	2.2%[50 µM]	0.1	64	9%
CN1/C(=C/c2cccc[n+]2CCO)Sc2ccccc21	i	66	-4%	.	i	0.4	-2%	-0.4%	0.1%	-1.2	57	8%
CCOC(=O)CC1COc2ccccc2N1C(=O)c1ccc(F)cc1 (stereo not given)	i	30	5%	1	i	0.3	-8%	1.1%	0.1%	-0.7	61	8%
O=[N+]([O-])c1ccc(Cl)c(S(=O)(=O)Nc2cccc(-c3ccc(N4CCOCC4)nn3)c2)c1	i	45	0%	.	i	0.5	2%	32µM*	-0.4%[50 µM]	1.6	59	19%
COc1ccc(CN2CC(=O)N(c3ccc(C)cc3)C2=S)cc1OC	i	32	-8%	1.1	i	2.9	7%	8.9%	1.2%[50 µM]	3.9	68	5%
C/C(=N\NC(=O)c1cccc(S(=O)(=O)N2CCOCC2)c1)c1ccc(C#N)cc1	i	62	7%	.	i	0.8	-1%	1.0%	0.8%	-0.3	51	2%
CCOCCc1nnc(NC(=O)c2cccc(F)c2)s1	i	8	8%	1	i	1.1	0%	2.1%	0.5%	-0.7	60	22%
Cc1ccc(-c2cc(-c3ccc4c(c3)OCO4)c(C#N)c(N)n2)o1	i	3	18%	1	i	0.5	-5%	4.7%	-0.3%	-0.8	86	17%
O=C(O)c1ccc(/C=N\Nc2ccccn2)cc1	i	17	-3%	.	i	0.7	.	-0.2%	0.2%	-1.0	64	13%
O=C(Nc1cccc(NC(=O)c2ccc(-c3cccc(Br)c3)o2)c1)c1ccco1	i	17	3%	0.9	i	0.5	0%	45%	0.3%	7.8	46	6%
Cn1c(SCC(=O)NCc2ccc3c(c2)OCO3)nnc1C1COc2ccccc2O1 (stereo not given)	i	61	-3%	1.1	i	0.9	3%	0.8%	2.7%	-0.4	49	0%
COc1ccc(-c2c(C3=CCCCC3)oc3ccc(-c4ccc5c(c4)OCO5)cc23)cn1	i	15	-5%	.	i	1.3	-1%	2.3%	-0.3%	-0.1	97	9%
COc1ccc(N2CCN(C(=O)COC(=O)CNC(=O)c3ccc(Cl)cc3Cl)CC2)cc1	i	45	14%	.	i	0.3	4%	-0.3%	0.3%[50 µM]	0.4	54	21%
COc1cccc(N2C(=NC(=O)C3CCCO3)SC3CS(=O)(=O)CC32)c1 (stereo not given)	i	26	8%	.	i	4.2	10%	2.0%	0.0%	0.4	51	4%
Cc1cc2nnc(SCC(=O)NCC3CCCO3)n2c2ccccc12 (stereo not given)	i	22	8%	1.1	i	0.3	-7%	1.9%	0.8%	0.1	36	9%
CCOC(=O)N1CCN(c2cc(=O)n(-c3cccc(Br)c3)c(=O)[nH]2)CC1	i	36	1%	1	i	2.4	5%	-1.1%	-0.1%	1.2	53	14%
CC(C)OP(=O)(OC(C)C)C(O)c1cccc([N+](=O)[O-])c1 (stereo not given)	i	27	9%	.	i	0.5	-8%	0.7%	0.0%	-0.7	51	8%
C[C@@H](NC(=O)[C@@H]1Cc2ccccc2CN1C(=O)OC(C)(C)C)C(=O)NCC1CCCO1 (stereo not given in full)	i	7	-2%	.	i	1.1	-4%	1.3%	0.2%	-0.5	53	8%
CC1CCCC(C)N1c1nnc(N)s1 (stereo not given)	i	43	4%	1	i	1.5	0%	-0.2%	-3.1%	0.9	64	-1%
CC1CCCN(C(=O)c2ccc3c(c2)OCO3)C1 (stereo not given)	i	30	-2%	.	i	0.4	1%	2.6%	0.1%	-0.5	42	-3%
Cc1cc(C(F)F)n2nc(C(=O)Nc3sc4c(c3C#N)CCC4)nc2n1	i	56	6%	1	i	0.6	4%	0.6%	0.5%	0.6	71	8%
CCOc1cc(C(=S)N2CCN(C)CC2)ccc1OCC(=O)N1CCCC1	i	12	8%	.	i	1.6	9%	0.6%	0.1%	-0.3	64	16%
CC(=O)Oc1cc2c(cc1Cl)C1(CC(c3ccccc3Cl)O2)CC(C)(C)NC(=S)N1 (stereo not given)	i	55	7%	0.9	i	0.5	-14%	-1.1%	?	0.6	35	4%
N#C/C(=C(/O)COC(=O)Cc1c[nH]c2ccccc12)c1nc2ccccc2[nH]1	i	52	3%	1.1	i	1.3	0%	6.5%	0.2%	-1.7	82	4%
O=C(NCC1CCCO1)/C(=C\c1ccco1)NC(=O)c1ccccc1 (stereo not given)	i	16	15%	1	i	1.4	7%	0.1%	0.5%	1.2	34	11%
